Compound activity (PubChem)
BAP1 inh – inhibitors of human BAP1 deubiquitinase | Q92560 | recombinant BAP1, Ub-AMC hydrolysis fluorescence kinetic; hits give low values | activity remaining (% of control), % at 20 µM | 72,000 compounds, 0.48% hits | AID 436;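 active = activity remaining at or below 50% of control, provided the compound also passes the data quality filters; inactive = the rest, including low values that fail the filters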;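 also: 100% = DMSO wells rate and 0% = substrate alone blank rate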
Target sequence (Q92560 whole entry, looked up): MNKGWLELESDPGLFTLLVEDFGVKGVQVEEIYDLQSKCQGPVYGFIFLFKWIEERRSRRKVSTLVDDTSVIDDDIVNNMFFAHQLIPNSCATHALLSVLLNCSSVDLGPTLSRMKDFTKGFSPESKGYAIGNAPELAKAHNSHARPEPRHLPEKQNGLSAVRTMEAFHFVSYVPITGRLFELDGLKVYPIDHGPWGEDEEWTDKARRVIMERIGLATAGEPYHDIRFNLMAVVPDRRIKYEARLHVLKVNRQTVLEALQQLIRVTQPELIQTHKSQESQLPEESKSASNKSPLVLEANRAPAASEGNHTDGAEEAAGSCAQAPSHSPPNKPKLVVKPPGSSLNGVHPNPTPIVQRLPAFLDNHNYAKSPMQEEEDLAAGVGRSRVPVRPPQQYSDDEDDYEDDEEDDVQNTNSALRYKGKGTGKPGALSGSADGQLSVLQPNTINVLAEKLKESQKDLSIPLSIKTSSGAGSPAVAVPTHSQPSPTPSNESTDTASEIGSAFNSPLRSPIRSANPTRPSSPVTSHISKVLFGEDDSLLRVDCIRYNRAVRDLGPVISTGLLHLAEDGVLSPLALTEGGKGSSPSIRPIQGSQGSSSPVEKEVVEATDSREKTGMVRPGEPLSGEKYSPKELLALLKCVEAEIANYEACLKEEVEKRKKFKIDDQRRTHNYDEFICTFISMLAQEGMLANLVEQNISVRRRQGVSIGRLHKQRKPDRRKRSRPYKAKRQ
HePTP inhibitor – inhibitors of human HePTP phosphatase. recombinant HePTP phosphatase activity, OD absorbance. inhibition, % at 20 µM. 110,000 compounds, 0.64% hits. AID 521; in the data active = inhibition above about 50%;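 also: plate controls were vehicle for no effect and reference inhibitor for full effect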
Target sequence (P35236 whole entry, looked up): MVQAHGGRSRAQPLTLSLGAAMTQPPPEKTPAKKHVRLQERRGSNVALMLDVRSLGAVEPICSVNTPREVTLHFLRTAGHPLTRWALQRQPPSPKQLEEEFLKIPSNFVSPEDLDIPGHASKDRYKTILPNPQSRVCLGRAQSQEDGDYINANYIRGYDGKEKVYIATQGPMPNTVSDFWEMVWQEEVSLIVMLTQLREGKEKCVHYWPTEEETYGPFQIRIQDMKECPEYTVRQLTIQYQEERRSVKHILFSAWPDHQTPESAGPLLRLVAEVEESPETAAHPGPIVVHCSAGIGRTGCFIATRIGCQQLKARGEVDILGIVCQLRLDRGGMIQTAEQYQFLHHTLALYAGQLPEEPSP
Active calls of the source: *; / = no result given; & = joins results of further samples. No enrichment for hits. Share with any hit: about 0.7%.

Order of values – BAP1 inh, HePTP inhibitor
> CSc1nnc(-c2ccc(O)cc2)n1C
 : 123, 9
> COc1ccc(N(CC(=O)N2CCCC2)S(C)(=O)=O)cc1
 : /, -6
> Cc1ccc(S(=O)(=O)N(C)c2ccc(OCC(=O)OCc3c(C)noc3C)cc2)cc1
 : 73, -2
> CC(C)(C)OC(=O)N[C@@H](Cc1c[nH]c2ccccc12)c1nnc(SCC(N)=O)o1
 : 102, -15
> N#Cc1c(N)n(CCNC(=O)c2cccs2)c2nc3ccccc3nc12
 : /, 11
> CCN(CC)CCCNC(=O)c1ccc(OC)cc1OC
 : /, 5
> CCN1/C(=C\C=C\c2n(CCCS(=O)(=O)[O-])c3cc(C#N)ccc3[n+]2CC)Oc2ccc(-c3ccccc3)cc21
 : /, -10
> CCCCNC(=O)/C(=C/c1ccc(-c2cccc([N+](=O)[O-])c2)o1)NC(=O)c1ccc(OC)cc1
 : /, 6
> Cc1cccc(Nc2nc(N)nc(CN3CCN(C)CC3)n2)c1
 : 100, 7
> CCCCOC(=O)c1ccc(NC(=O)COc2ccc3c(C)cc(=O)oc3c2)cc1
 : /, 9
> CCOc1cc2[nH]c(=O)n(CCC(=O)NCCc3ccccc3)c(=O)c2cc1OCC
 : /, 4
> O=C(CN(C1CCCCC1)S(=O)(=O)c1ccccc1)N1CCCC1
 : /, -4
> CCOc1nc(-c2ccccc2O)nc2ccccc12
 : 67, -2
> CCCn1c(SCC(=O)NC)nnc1C(C)C
 : 113, 10
> CCN(CC)CC(C(=O)N(CC)CC)P(=O)(c1ccccc1)c1ccccc1 (centres undefined)
 : /, 3
> O=S(=O)(c1ccc(Br)cc1)n1ccc2ccccc21
 : /, 5
> CN(C)c1ccc([N+](=O)[O-])cc1/C=N/NC(=O)CCc1ccccc1O
 : /, -13
> O=C1CC(c2ccc(Cl)cc2)CC2=C1C(c1ccccc1[N+](=O)[O-])Nc1ccccc1N2 (centres undefined)
 : /, 5
> CC(C)(Oc1cccc2ccccc12)C(=O)O
 : 59, 6
> Cc1ccc(-n2nc3c(c2NC(=O)c2cccs2)CSC3)cc1
 : 93&118, 5
> COc1ccccc1C(=O)NCCn1cc(SCC(=O)NCc2ccco2)c2ccccc21
 : 89, /
> COCCCn1cnc2c(c1=O)c1nc3ccccc3nc1n2CCc1ccccc1
 : 51, 10
> C=CCn1c(=O)c(C(=O)Nc2ccccc2OC)c(O)c2ccccc21
 : 334, 3
> COc1nc(C#N)nc(N(C)C)n1
 : 97, 7
> CC1(C)CC(NCC(=O)OC2CCCCC2)CC(C)(C)N1
 : /, 3
> O=[N+]([O-])c1ccc(NCCCNS(=O)(=O)c2ccccc2)cc1
 : /, -4
> COc1ccccc1-c1coc2cc(OC(C)=O)ccc2c1=O
 : /, 7
> C=CCN1C(=O)/C(=C/c2cc([N+](=O)[O-])ccc2OC)SC1=S
 : /, -17
> CC(C)CCSc1nc(N)c(C#N)cc1C#N
 : 51, 0
> CSc1ccccc1NC(=O)c1ccc(C)o1
 : /, 11
> COc1ccc(CCNC(=O)c2ccc(N(Cc3ccc(Cl)cc3)S(C)(=O)=O)cc2)cc1OC
 : /, 4
> Cc1ccccc1C1CC(c2ccccc2OC(F)F)Nc2ncnn21 (centres undefined)
 : 92, 9
> O=C(CCS(=O)(=O)c1cccc2nsnc12)NCc1ccccc1
 : 95, -8
> O=C(Cn1cc2c(n1)CCCC2)NCC1CCCO1 (centres undefined)
 : 101, 1
> Cc1ccccc1NS(=O)(=O)c1ccc(NC(=O)c2ccc([N+](=O)[O-])cc2)cc1
 : /, 4
> C=CCCCC(=O)Nc1ccccc1Br
 : /, 5
> O=C(Nc1ccccc1C(=O)N1CCCC1)c1cccc(S(=O)(=O)N2CCCCCC2)c1
 : 98, 4
> CC(C)N1CC(C(=O)Nc2ccc(Br)c(Cl)c2)CC1=O (centres undefined)
 : 64, 0
> COc1ccc(C2C(C(=O)c3cc4cccc(OC)c4o3)=C(O)C(=O)N2CCCN(C)C)cc1OC (centres undefined)
 : 85, -1
> COc1cccc(CNCc2ccccc2[N+](=O)[O-])c1OC
 : /, -8
> CC(C)(C)c1ccc(OCC(O)CS(=O)(=O)Cc2ccc(Cl)cc2)cc1 (centres undefined)
 : /, -6
> Cn1c(=O)[nH]c(=O)c2c1nc(SCC(=O)O)n2CC(N)=O
 : 123, /
> Cc1ccc(Cn2cnc3c(nnn3Cc3ccc(Cl)cc3)c2=O)cc1
 : 85, 1
> O=C(CSc1nnc(-c2ccncc2)n1-c1ccc(Cl)cc1)N1CCOCC1
 : 99, -4
> CCOC(=O)C1=C(C)N=c2s/c(=C\c3ccc(F)cc3)c(=O)n2C1c1cccs1 (centres undefined)
 : /, 6
> CC1=NN(C(=O)c2cccnc2)C(C)(O)C1(C)C (centres undefined)
 : /, 1
> CN(C)c1ccc(/C=c2\sc3nc4ccccc4n3c2=O)cc1
 : /, 10
> C=CCOc1cccc(C2C(C(=O)c3ccco3)=C(O)C(=O)N2CCN(CC)CC)c1 (centres undefined)
 : 92, 1
> Cc1c(NC(=O)c2ccc(Br)o2)c(=O)n(-c2ccccc2)n1C
 : 92, 8
> COC(=O)N1CCN(c2ccc(Cl)c(Cl)c2)CC1
 : 119, 8
> Cc1nc2ccccc2c2oc(C(=O)NCc3ccccn3)cc12
 : /, 0
> C=C(C)CC1N(c2cccc(OC)c2)C(=O)[C@@H]2C(C(=O)O)[C@H]3C=C[C@@]12O3 (some centres undefined)
 : 92, 4
> CCc1nnc(NC(=O)CSc2nnc(CNc3ccc(F)cc3)n2C2CCCCC2)s1
 : 51, 11
> O=[N+]([O-])c1ccc(/C(=C/C=Nc2ccccc2)Nc2ccccc2)cc1
 : /, 1
> COc1cc(/C=N/NC(=O)CCN2CCCCC2)ccc1O
 : /, 0
> COC(=O)CNC(=O)Cc1ccccc1[N+](=O)[O-]
 : /, 8
> Cc1ccc(OCC(=O)Nc2ccc(Cl)c([N+](=O)[O-])c2)c(C)c1
 : /, -12
> Cc1cc(NC(=O)CSc2nc(-c3ccco3)cc(C(F)(F)F)n2)no1
 : 72, /
> COC(=O)c1[nH]c2cc(C)ccc2c1NC(=O)CN1CCN(C(=O)c2ccco2)CC1
 : 89, -1
> Cc1c(Cc2ccccc2)c(=O)oc2cc(OCc3nn[nH]n3)ccc12
 : /, -3

More results
Order of values – BAP1 inh, HePTP inhibitor
> COC(=O)CN(c1ccc(Br)cc1)S(=O)(=O)c1ccccc1
 : /, 11
> CCOCCOC(=O)C1=C(C)NC2=C(C(=O)CCC2)C1c1cccc(Cl)c1Cl (centres undefined)
 : /, -1
> COC1=CC(=C2C=CC(=[N+](C)C)C=C2)Oc2ccccc21
 : 125, /
> CCCCCCOc1ccc(C(=O)n2cnc(N)n2)cc1
 : 91, 0
> CC(=O)c1ccc(N2C(=O)c3c(Cl)c(Cl)c(Cl)c(Cl)c3C2=O)cc1
 : /, 9
> COc1ccc2c(c1OC)C(=O)N1c3ccccc3N=C(c3ccc(Cl)cc3)CC21 (centres undefined)
 : /, -6
> CCc1c(C)nc(Nc2nc(C)c3cc(OC)ccc3n2)[nH]c1=O
 : 93, 2
> CNC(=O)CN1C(=O)CSc2ncccc21
 : 97, 1
> Cc1ccc(OCCN2CCCCCC2)c(C)c1
 : 97, 7
> NC(=O)C1CCN(CC(=O)N2c3ccccc3CCc3ccccc32)CC1
 : 100, 10
> COc1cc(/C=N/NC(=O)C2CC(=O)N(c3ccc(Cl)cc3)C2)cc(OC)c1OC (centres undefined)
 : /, -4
> C=CCNC(=O)C(=O)Nc1ccccc1C
 : /, -2
> CC(=O)NCCc1nc2ccccc2n1Cc1ccccc1
 : 90, 2
> CN(C)C(=O)N1CCCC(C(=O)NCc2ccccc2Cl)C1 (centres undefined)
 : 121, 2
> COc1cc(CN=Cc2c(O)n(-c3ccccc3Cl)c(=O)[nH]c2=O)cc(OC)c1
 : /, -10
> CC(C)(C)c1ccc(S(=O)(=O)N2CCOCC2)cc1
 : 52, /
> COc1ccc(OCC(=O)N2CC3(C)CC2CC(C)(C)C3)cc1 (centres undefined)
 : 95, 5
> CC(=O)c1c(C)n(-c2ccc(N(C)C)cc2)c2ccc(OCC(N)=O)cc12
 : /, 1
> c1ccc2c(c1)nc1n2CN(Cc2ccc3c(c2)OCO3)CN1
 : 102, -4
> CC(C)CCNC(=O)CN(CC1CCCO1)C(=O)CCC(=O)Nc1ccccn1 (centres undefined)
 : 105, 13
> COC(=O)C1=C(C)NC(C)=C(C(=O)OC)C1c1ccc(I)cc1
 : /, 8
> CCCc1cc2c(=O)c(-c3ccccn3)coc2cc1OC(C)=O
 : 76, /
> Cc1cc(=O)[nH]c(/N=C(/NC(=O)c2ccccc2)Nc2ccc3c(c2)OCCO3)n1
 : 126, 7
> CN(C)c1cc(N/N=C/c2cccc([N+](=O)[O-])c2)nc(N(C)C)n1
 : /, 11
> CC(C)c1ccccc1OCCCN1CCCCC1
 : /, -2
> CC(=O)Nc1cccc(NC(=O)C2CCCN2C(=O)Nc2ccc(C)cc2)c1 (centres undefined)
 : 96, 5
> O=S(=O)(c1ccc(NC2CCCCC2)cc1)N1CCOCC1
 : 80, 2
> CCOc1ccc(C(=O)Nc2ccc(NC(=O)CC)cc2)cc1Cl
 : /, -8
> Cc1nnc(NC(=O)CSc2nnc(Cc3cccn3C)n2C)s1
 : 90, -3
> Cc1ccc(C(=O)/C=C/Nc2cccc(O)c2)cc1
 : 51, 9&-6
> Cc1ccc(N2CCN(CC(O)COC3CCCCC3)CC2)cc1 (centres undefined)
 : 146, 8
> Cc1[nH]n(C(C)(C)C)c(=O)c1Sc1ccccc1
 : 98, -2
> CC(C)(C)N1C(=O)c2ccc(C(=O)Nc3ccc(I)cc3C(=O)O)cc2C1=O
 : /, 18
> O=C(CSc1nsc(SCC(=O)Nc2nccs2)n1)Nc1nccs1
 : /, -14
> COc1cc(C(=O)Nc2cccc(-c3nc4ncccc4o3)c2)ccc1OCc1ccc(Cl)cc1
 : /, 4
> CCOc1ccc(OC)cc1/C=N/NC(=O)c1ccc(C)cc1
 : /, 7
> CNC(=S)N(CCc1ccccc1)C1CC(=O)N(c2ccc(Br)cc2)C1=O (centres undefined)
 : /, -11
> CCC(c1nnnn1Cc1ccc2c(c1)OCO2)N1CCN(c2ccc(F)cc2)CC1 (centres undefined)
 : 82, 1
> CCOc1cc(/C=N/NC(=O)COc2cccc(C)c2)ccc1OC(=O)c1cccs1
 : /, -8
> O=C(Nc1ccc(-c2ccc([N+](=O)[O-])cc2)cc1)c1ccccc1F
 : /, -8
> Oc1ccccc1-c1nnc(COc2ccccc2)o1
 : 86, -10
> Cc1n[nH]c(C)c1S(=O)(=O)N1CCCC(C(=O)Nc2nccs2)C1 (centres undefined)
 : 101, 3
> CCOc1ccc2ccc(OCC)c(/C=C3/NC(=S)NC3=O)c2c1
 : /, 6
> O=C(NC1CC2CCCC(C1)N2S(=O)(=O)c1ccccc1)c1ccccc1 (centres undefined)
 : 111, 7
> COc1cccc2c1C(=O)c1c(O)c3c(c(O)c1C2=O)C[C@@](O)(C(=O)CO)C[C@@H]3O[C@H]1C[C@H](N)[C@H](O)[C@H](C)O1
 : 69, -9
> O=C1NC(=O)N(c2ccccc2)C(=O)/C1=C\c1ccc(Cl)cc1
 : /, 2
> CCCC1=NN2C(=N)/C(=C/c3ccc4c(c3)OCO4)C(=O)N=C2S1
 : /, -1
> Cc1onc(-c2ccccc2)c1C(=O)Nc1ccc2c(c1)OCCO2
 : 96, 9
> CCOC(=O)c1cccc(N/C(N)=N/c2nc(C(F)(F)F)cc(=O)[nH]2)c1
 : /, 6
> N#Cc1c2c(c(-c3ccccc3)[nH]c1=O)CCCC2
 : 122, 5
> COc1ccc2oc(=Nc3ccccc3OC)c(C(=O)NC(C)=O)cc2c1
 : 109, /
> CCCC(C)n1[nH]c(=O)cc1N (centres undefined)
 : 140, 3
> COc1ccccc1/C=N/Nc1cc(N2CCCC2)nc(N2CCCC2)n1
 : /, 1
> Cc1ccc(C(=O)O)cc1N1C(=O)CCCC1=O
 : 107, /
> CN(C#N)c1nc(N2CCOCC2)nc(N2CCOCC2)n1
 : 105, 11
> CCOC(=O)c1sc(NC(=O)CCSC)nc1C
 : 97, -8
> Cc1ccc(-c2cc(C(F)(F)F)n3nc(-c4ccccc4)cc3n2)cc1
 : /, 5
> O=C(NCc1ccccn1)C(=O)Nc1ccc(Cl)c(C(F)(F)F)c1
 : /, 2
> Cc1cc(NC(=O)CSc2nccn2-c2ccc(Cl)cc2)no1
 : 119, 0
> Cc1ccc(C(=O)Nc2ccc(O)c(-c3nc4cc(C)ccc4o3)c2)cc1
 : 133, /

Arranged by length of the SMILES (rising): part of the list above.
Order of values – BAP1 inh, HePTP inhibitor
> CCCC(C)n1[nH]c(=O)cc1N (centres undefined)
 : 140, 3
> CN(C#N)c1nc(N2CCOCC2)nc(N2CCOCC2)n1
 : 105, 11
> Cc1ccc(C(=O)Nc2ccc(O)c(-c3nc4cc(C)ccc4o3)c2)cc1
 : 133, /

In the list so far, five have a tert-butyl group.
Order of values – BAP1 inh, HePTP inhibitor
> CC(C)(C)OC(=O)N[C@@H](Cc1c[nH]c2ccccc12)c1nnc(SCC(N)=O)o1
 : 102, -15
> CC(C)(C)c1ccc(OCC(O)CS(=O)(=O)Cc2ccc(Cl)cc2)cc1 (centres undefined)
 : /, -6
> CC(C)(C)c1ccc(S(=O)(=O)N2CCOCC2)cc1
 : 52, /
> Cc1[nH]n(C(C)(C)C)c(=O)c1Sc1ccccc1
 : 98, -2
> CC(C)(C)N1C(=O)c2ccc(C(=O)Nc3ccc(I)cc3C(=O)O)cc2C1=O
 : /, 18

Continued.
Order of values – BAP1 inh, HePTP inhibitor
> COc1ccc(NC(=O)c2oc3ccccc3c2NC(=O)c2ccco2)cc1
 : /, 3
> O=C(NCCO)/C(=C\c1ccco1)NC(=O)c1cccs1
 : /, 5
> O=c1oc2ccccc2cc1C1=Nn2c(nnc2-c2cccnc2)SC1
 : 92, -8
> CCCC(=O)Nc1ccc(N2CCCCC2)cc1
 : 109, 5
> O=C(CSc1n[nH]c(=O)[nH]c1=O)N/N=C/c1ccccc1
 : /, -18
> O=C1NC(=O)C2(COC3(CCCC3)OC2)S1
 : 98, 6
